TrxR1 inh: qHTS Assay for Inhibitors of Mammalian Selenoprotein Thioredoxin Reductase 1 (TrxR1): qHTS; recombinant rTrxR1, NADPH fluorescence consumption, selenite substrate; Thioredoxin reductase 1, cytoplasmic (Rattus norvegicus), O89049; Potency, µM (doses to about 114 µM), without a hit: at the top dose activity change, negative = inhibition, hits mostly inhibitors; hit rate 1% among 390,000; further: potency means the concentration at half of the fitted maximal effect; on the % scale 0 is the no-effect control and ±100 the full control effect; nearly all actives have a fitted effect of over 65% in size
Target sequence (O89049 whole entry, looked up): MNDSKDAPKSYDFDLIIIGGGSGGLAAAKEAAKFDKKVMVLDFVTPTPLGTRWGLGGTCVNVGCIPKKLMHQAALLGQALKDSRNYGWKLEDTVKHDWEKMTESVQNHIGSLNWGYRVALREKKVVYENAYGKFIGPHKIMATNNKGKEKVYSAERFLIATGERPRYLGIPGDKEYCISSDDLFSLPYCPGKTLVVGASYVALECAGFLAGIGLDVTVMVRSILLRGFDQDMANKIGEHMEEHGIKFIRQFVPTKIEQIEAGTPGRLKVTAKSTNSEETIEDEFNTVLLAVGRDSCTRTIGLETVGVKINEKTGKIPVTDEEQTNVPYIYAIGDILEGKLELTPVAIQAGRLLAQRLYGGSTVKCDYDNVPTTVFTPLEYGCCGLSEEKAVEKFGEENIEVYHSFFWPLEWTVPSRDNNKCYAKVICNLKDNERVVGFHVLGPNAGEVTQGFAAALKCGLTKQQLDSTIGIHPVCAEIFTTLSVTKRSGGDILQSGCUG
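Rat TrxR1 (90 nM in the dispensed reagent) was pre-reduced with 400 uM NADPH for 5 min at room temperature, then incubated with compound for 15 min. After 400 uM selenite was added, NADPH fluorescence (Ex 340/Em 450 nm) was followed for 8 min.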
mIDH1 inhibitor: qHTS for Inhibitors of mutant isocitrate dehydrogenase 1 (IDH1): qHTS; Isocitrate dehydrogenase [NADP] cytoplasmic (Homo sapiens), O75874; Potency, µM (doses to about 76.6 µM), for the others: top-dose activity change, negative = inhibition, most hits filed as inhibitors; IDH1-R132H enzyme, NADPH consumption, diaphorase/resazurin fluorescence; hit rate 0.093% among 390,000; AID 602179, 2012; further: potency means the concentration at half of the fitted maximal effect; on the % scale 0 is the no-effect control and ±100 the full control effect; nearly all actives have a fitted effect of over 65% in size
Target sequence (O75874 whole entry R132H, stated change not applied): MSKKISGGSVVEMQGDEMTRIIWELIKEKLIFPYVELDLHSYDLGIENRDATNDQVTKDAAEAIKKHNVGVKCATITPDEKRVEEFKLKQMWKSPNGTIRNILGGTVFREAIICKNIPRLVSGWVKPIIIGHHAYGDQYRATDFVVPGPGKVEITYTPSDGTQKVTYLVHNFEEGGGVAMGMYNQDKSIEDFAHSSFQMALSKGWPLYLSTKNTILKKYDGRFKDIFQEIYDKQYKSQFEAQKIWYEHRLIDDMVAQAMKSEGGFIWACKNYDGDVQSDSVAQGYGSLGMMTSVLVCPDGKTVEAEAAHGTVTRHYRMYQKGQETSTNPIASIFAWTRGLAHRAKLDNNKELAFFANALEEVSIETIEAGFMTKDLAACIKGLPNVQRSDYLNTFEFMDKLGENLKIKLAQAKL
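IDH1-R132H (0.5 ug/mL) preincubated 30 min with compound, then NADPH (0.016 mM) and alpha-KG (2 mM) added; 80 min at RT, pH 7.5. Remaining NADPH coupled via diaphorase/resazurin to fluorescence (540/590 nm); concentration-response curves normalized to no-enzyme control.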
D2 ag: HTS Assay for Allosteric Agonists of the Human D2 Dopamine Receptor: Primary Screen for Agonists; D(2) dopamine receptor (Homo sapiens), P14416; HEK293 T-REx D2 cells, calcium flux agonist mode; activation, % at 2 µM; hit rate 0.53% among 340,000; AID 485358, 2010;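 active means activation over 3 SD above normal in the single-dose calcium agonist read, cut at about 30% in these data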; further: 0% is about no effect
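Calcium-flux readout, 1 cycle/sec over 180 s following compound pin transfer, in inducible HEK293 Trex D2 cells (force-coupled); dopamine controls included. Positive calcium responses during this window marked compounds as potential agonists.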
TRHR ag: qHTS for Small Molecule Agonists and Allosteric Enhancers of Human TRH Receptor: Primary Screen for Agonists; Thyrotropin-releasing hormone receptor (Homo sapiens), P34981; TRHR cells, calcium flux fluo-8, FDSS agonist mode; AID 493084, 2011; activation, % at 2 µM; hit rate 0.18% among 360,000; in the data active means activation above about 30%; further: 0% is about no effect
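In this calcium-flux screen, cells bearing human TRHR are dye-loaded with fluo-8, baselined for 10 cycles, then exposed to library compounds; positive kinetic calcium responses during the agonist phase mark hits, with TRH as control.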
Pin1 inhibitor: qHTS Assay to Find Inhibitors of Pin1; Pin1 FP peptide displacement, HiFluor488, 10 min; Potency, µM (highest dose often 115 µM), inactives show top-dose activity, negative = inhibition, actives largely listed as inhibitors; hit rate 0.009% among 390,000; AID 504891, 2011; active means well fitted inhibition curve with a large enough effect in the polarisation, with a control signal flat, not every such curve was filed as active; inconclusive means small, poorly fitted or top-dose-only effect, or effect the other way, or a change in a side signal; inactive means no such curve, though single readings can be large or run the other way; the % refers to the polarisation; further: potency means the concentration at half of the fitted maximal effect; on the % scale 0 is the no-effect control and ±100 the full control effect
TRHR enhancer: qHTS for Small Molecule Agonists and Allosteric Enhancers of Human TRH Receptor: Primary Screen for Enhancers. TRHR cells, fluo-8 calcium fluorescence, EC20 TRH enhancement. enhancement, % at 2 µM. AID 493056, 2011. hit rate 0.66% among 360,000. Thyrotropin-releasing hormone receptor (Homo sapiens), P34981; in the data active means enhancement above about 30%; further: 0% is about no effect
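Enhancer read-out: after compound pinning and an initial kinetic agonist-mode read, an EC20 of TRH (10 nM final) was injected and fluo-8 calcium signal (Ex 480/Em 530) followed at 1 s/cycle for 100 cycles in TRHR-expressing cells.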
USP1-UAF1 inh: Inhibitors of USP1/UAF1: Primary Screen. Ubiquitin carboxyl-terminal hydrolase 1 (Homo sapiens), O94782. recombinant USP1/UAF1, Ub-Rhodamine cleavage fluorescence. Potency, µM (top dose mostly 57.1 µM), for the others: at the highest dose activity change, negative = inhibition, usual class: inhibitors. hit rate 0.23% among 390,000. AID 743255, 2014; further: potency means the concentration at half of the fitted maximal effect; on the % scale 0 is the no-effect control and ±100 the full control effect; nearly all actives have a fitted effect of over 60% in size; inactives centre near -12
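1 nM enzyme complex + cpd, 15 min RT; start with Ub-Rho 150nM final; kinetic fluorescence ex 480/em 540, 6 reads q60 s. Buffer 50mM HEPES pH 7.8, 0.5mM EDTA, 0.1 mg/ml BSA, 1mM TCEP, 0.01% Tween-20.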
D2 antag: HTS Assay for Allosteric Antagonists of the Human D2 Dopamine Receptor: Primary Screen for Antagonists; D(2) dopamine receptor (Homo sapiens), P14416; AID 485344, 2010; hit rate 2% among 340,000; HEK293 TREx D2 cells, calcium flux, dopamine EC80; inhibition, % at 10 µM; in the data active means inhibition above about 30%; further: 0% is about no effect
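Tetracycline-induced HEK293 TREx cells expressing D2 receptor forced-coupled to calcium signalling, loaded with no-wash calcium dye. Compounds added and calcium flux read 180 s, then dopamine added at EC80 and read a further 180 s.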
TrxR1 substrate: qHTS Assay for Substrates of Mammalian Selenoprotein Thioredoxin Reductase 1 (TrxR1): qHTS; Thioredoxin reductase 1, cytoplasmic (Rattus norvegicus), O89049; purified TrxR1 substrate turnover, NADPH consumption readout; Potency, µM (series often up to 114 µM), inactives show at the highest dose activity change, negative = substrate turnover; hit rate 0.01% among 390,000; further: potency means the concentration at half of the fitted maximal effect; on the % scale 0 is the no-effect control and ±100 the full control effect; nearly all actives have a fitted effect of over 50% in size
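Rat TrxR1, dispensed at 90 nM, was prereduced with 400 uM NADPH (final) for 5 min at ~22 deg C, then incubated with compound 15 min before 400 uM selenite. A first-read NADPH fluorescence drop versus no-compound background flagged substrates.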
* hit, by the source's call; ? = inconclusive; . = no result given; [ ] = dose if it differs, or a comment. Unless noted, the call rests on the fitted dose curve; in most records, active means well fitted inhibition curve with a large enough effect; inconclusive means small, poorly fitted or top-dose-only effect; inactive means no such curve, though single readings can be large or run the other way. A portion of the library; count on the stated rates, not on these rows.

#	canonical_smiles	TrxR1 inh	mIDH1 inhibitor	D2 ag	TRHR ag	Pin1 inhibitor	TRHR enhancer	USP1-UAF1 inh	D2 antag	TrxR1 substrate
1	Cc1nc2[nH]c(=O)n(O)c(=O)c2s1	5%[11.4 µM]	5%	.	.	-3%	.	-1%	.	4%[11.4 µM]
2	CCCCCn1c(N2CCN(Cc3ccccc3)CC2)nc2c1c(=O)[nH]c(=O)n2C	4%	9%	-0.2	-0.2	-4%	-5	-24%	-15	-2%
3	O=C(O)CCN1C(=O)C2C3C=CC(C3)C2C1=O (stereo not drawn)	8%	4%	-0.2	0.3	0%	7	-2%	17	4%
4	CCN(CC(=O)NCc1ccc(F)cc1)C(=O)c1cccnc1SC	2%	0%	0.0	0.2	6%	3	-3%	1	-2%
5	COc1ccc(CCNC(=O)c2ccc(Cl)nc2)cc1	30%[57.1 µM]	3%	-0.3	-0.2	-2%	-4	-19%	13	8%[57.1 µM]
6	CCCC(C(=O)NCC1CCCO1)N(Cc1ccco1)C(=O)CNS(=O)(=O)c1ccc(F)cc1 (stereo not drawn)	14%[57.1 µM]	10%	0.3	-0.1	-5%	1	-16%	-7	9%[57.1 µM]
7	COc1ccc(C(=O)NNC(=O)c2cccs2)cc1S(=O)(=O)N1CCOCC1	1%	10%	.	.	2%	.	-11%	.	3%
8	COc1ccc(S(=O)(=O)NCC(=O)N(CC2CCCO2)C(C(=O)NC2CCCC2)C(C)C)cc1 (stereo not drawn)	12%[57.1 µM]	3%	0.5	-0.5	3%	0	-3%	-1	-2%[57.1 µM]
9	CCC(C)NC(=O)c1cnn(-c2cccc(F)c2)c1-n1cccc1 (stereo not drawn)	4%[57.1 µM]	6%	.	-0.3	2%	-3	-29%	.	-1%[57.1 µM]
10	Cc1ccc2c(c1)N(CC(=O)NCC1CCCO1)C(=O)C(C(C)C)O2 (stereo not drawn)	12%	-3%	-0.4	-0.1	3%	-10	-8%	21	11%
11	CCCc1cc(=O)[nH]c(SCC(=O)c2cc(C)n(-c3cc(C)on3)c2C)n1	1%	8%	0.0	0.3	1%	0	-18%	-12	3%
12	Cc1cc(C)cc(Nc2nc3c([nH]2)c(=O)n(C)c(=O)n3C)c1	-15%	4%	-1.8	-0.4	8%	1	-12%	-14	-9%
13	CC1C(C)N(C(=O)CCCl)c2ccccc2N1C(=O)CCCl (stereo not drawn)	-13%	-11%	.	.	4%	.	-4%	.	-6%
14	CCn1c(SCC(=O)N=Nc2c(O)[nH]c3ccccc23)nc2ccccc21	-6%	8%	-0.9	-0.5	-4%	1	-23%	4	-12%
15	CCN1C(=O)c2cccc3c(N)ccc(c23)C1=O	-7%[2.29 µM]	11%	151*	284*	.	60*	165%[activator]	61*	-9%[57.1 µM]
16	CCOC(=O)N1CCN(Cc2ccccc2F)CC1	-7%[57.1 µM]	5%	.	0.2	-17%	7	-13%	.	8%[57.1 µM]
17	Cc1ccc(CNC(=O)NC23CC4CC(CC(C4)C2)C3)cc1	-10%[57.1 µM]	-4%	0.5	0.3	11%	-7	-8%	10	6%[57.1 µM]
18	COC(=O)c1ccc(CSc2nnc(Nc3cccc(OC)c3)s2)o1	6%[57.1 µM]	1%	0.5	0.0	0%	17	-19%	-6	-9%[57.1 µM]
19	Cc1cccc2c(=O)cc(CSc3ccccc3NC(=O)c3cccc(Br)c3)[nH]c12	20%[57.1 µM]	8%	.	-0.4	6%	0	-15%	.	2%[57.1 µM]
20	O=C(CCC1N=C2c3ccccc3N=C(SCC(=O)NCc3ccco3)N2C1=O)NCc1ccco1 (stereo not drawn)	-2%[57.1 µM]	7%	-0.1	0.3	?	2	-12%	-4	0%[57.1 µM]
21	CC1CN(S(=O)(=O)c2cccc(C(=O)NCc3ccco3)c2)CC(C)O1 (stereo not drawn)	-9%	-7%	0.2	0.0	-4%	2	-12%	7	-2%
22	COc1ccc(C2C(C#N)=C(C)NC3=C2C(=O)CC(C)(C)C3)c(OC)c1 (stereo not drawn)	-10%	3%	0.1	-0.1	0%	0	0%	-2	44%[activator]
23	O=c1oc2cc(O)ccc2cc1-c1nc(-c2ccc(Cl)c(Cl)c2)cs1	10%[57.1 µM]	0%	8.3	19	?	2	11%	.	-4%[57.1 µM]
24	Cc1ccc([N+](=O)[O-])cc1NC(=O)CSc1nnc(C)n1CC1CCCO1 (stereo not drawn)	31%[57.1 µM]	2%	0.2	0.4	-1%	-3	-8%	-2	8%[57.1 µM]
25	CCC(C)c1ccc(NC(=S)N2CCN(C(=O)C3CCCO3)CC2)cc1 (stereo not drawn)	-12%	-7%	0.3	0.0	-3%	9	-12%	7	-5%

(next part)
Values in the order: TrxR1 inh, mIDH1 inhibitor, D2 ag, TRHR ag, Pin1 inhibitor, TRHR enhancer, USP1-UAF1 inh, D2 antag, TrxR1 substrate
26. O=C(CCCC1=NS(=O)(=O)c2ccccc2N1)N1CCN(c2ccc([N+](=O)[O-])cc2)CC1
  -18%, -3%, 0.0, -0.9, -9%, 7, -12%, -13, -11%
27. COc1ccc(CNCc2ccc3c(c2)OCO3)c(OC)c1OC
  ?, 11%, 0.4, -0.4, -7%, -3, -14%, -5, 2%[57.1 µM]
28. Cc1c(C)n(CCc2ccccc2)c2ncnc(NCCO)c12
  4%[2.29 µM], 6%, -0.3, -0.8, 0%, 0, -9%, -6, 2%[57.1 µM]
29. Cc1ccc(N2C(=O)[C@@H]3CSC(c4ccc(F)cc4)N3C2=O)cc1 (stereo partly drawn)
  5%, 6%, 0.0, -0.5, 8%, -12, -7%, ., -2%
30. COc1cc2cc(Oc3ccc4ccc(=O)oc4c3)c(=O)oc2cc1OC1OC(COC(=O)CC(C)(O)CC(=O)O)C(O)C(O)C1O (stereo not drawn)
  -28%, -17%, 0.1, -0.1, ?, 9, 15%, -8, 36%
31. CC(C)Sc1ncnc2c1cnn2-c1ccccc1
  9%[57.1 µM], 4%, ., 0.1, 4%, -3, -25%, ., 3%
32. Cc1cc(C)c(NC(=O)Nc2ccccc2)c(C)n1
  -21%, -4%, -0.1, -0.5, -2%, 1, -12%, 4, -14%
33. O=C(Nc1ccccc1C(=O)N1CCOCC1)c1ccncc1
  -7%[57.1 µM], 0%, 0.3, 0.8, 3%, 0, 3%, 18, 2%[57.1 µM]
34. Cc1ccc(C2CC(c3ccccc3OC(F)F)Nc3ncnn32)cc1 (stereo not drawn)
  -1%, 14%, 0.5, 0.8, -1%, 3, -3%, -5, -4%
35. CCN(CCn1cccn1)C(=O)CC1C(=O)NCCN1Cc1cccc(OC)c1OC (stereo not drawn)
  -14%, 0%, ., -3.6, -4%, -2, -24%, ., 2%
36. Cc1ccccc1NC(=O)CSc1nnc2ccc(-c3cccnc3)nn12
  14%, 5%, 0.0, 1.1, -1%, 4, -4%, -1, 4%
37. Cc1cc(OCCCCCN2CCCC2)ccc1Cl
  6%, -3%, 1.2, 1.1, -11%, -4, -1%, 59*, -9%
38. COc1ccc(-c2cc3ccc(O)c(CN4CCC(C)CC4)c3oc2=O)cc1
  45%[activator][57.1 µM], -9%, 1.6, 2.1, -12%, 25, ?, ., 103%[activator][57.1 µM]

Structures shown so far with a nitro group on carbon, in the order listed:
Values in the order: TrxR1 inh, mIDH1 inhibitor, D2 ag, TRHR ag, Pin1 inhibitor, TRHR enhancer, USP1-UAF1 inh, D2 antag, TrxR1 substrate
24. Cc1ccc([N+](=O)[O-])cc1NC(=O)CSc1nnc(C)n1CC1CCCO1 (stereo not drawn)
  31%[57.1 µM], 2%, 0.2, 0.4, -1%, -3, -8%, -2, 8%[57.1 µM]
26. O=C(CCCC1=NS(=O)(=O)c2ccccc2N1)N1CCN(c2ccc([N+](=O)[O-])cc2)CC1
  -18%, -3%, 0.0, -0.9, -9%, 7, -12%, -13, -11%

High-throughput results: PubChem BioAssay, National Center for Advancing Translational Sciences (NCATS)
